HIF-2a inh – HIF-2a inhibition; 786-0 RCC cells HIF-2a reporter, luciferase luminescence, overnight; inhibition, % at 18.8 µM; hit rate 0.72% among 360,000;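 active = inhibition of the luminescence signal of 40% or more relative to plate controls, in a single-dose primary screen at 18.75 µM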
Shn3 3UTR inh – reduces Shn3 3'UTR luciferase signal in osteoblasts. hit rate 0.52% among 360,000. inhibition, % at 12.5 µM. AID 588674. Clone20 osteoblast Shn3 3'UTR firefly luciferase, 24 h;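 active = mean inhibition of at least 75% with every replicate also reaching 75%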;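 note: 0% = median of neutral control wells and 100% = pilot-screen positive control compound; some compounds past the cut are filed as inactive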
TROY signal inh – blocks TROY-dependent signaling in reporter cells | Q293 LMP1-TROYcd NF-kB luciferase reporter, 4 h | inhibition, % at 10 µM | hit rate 0.98% among 360,000;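 active = compounds whose plate-normalised and pattern-corrected inhibition of the luciferase reporter signal at the single screening dose is 50% or more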
NR2E3 ag-1 – NR2E3 (human) agonism; hit rate 0.12% among 320,000; AID 2300; GST-NR2E3/biotin-RetCOR TR-FRET, 1536-well; Q9Y5X4; inhibition of corepressor binding, % at 4.78 µM;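 active = percent inhibition above the cutoff of mean plus 3 SD of all tested compounds, set per screening campaign, cut at about 20% in these data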;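 note: 0% = DMSO wells and 100% = biotin wells as full block of FRET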
Target sequence (Q9Y5X4 whole entry, looked up): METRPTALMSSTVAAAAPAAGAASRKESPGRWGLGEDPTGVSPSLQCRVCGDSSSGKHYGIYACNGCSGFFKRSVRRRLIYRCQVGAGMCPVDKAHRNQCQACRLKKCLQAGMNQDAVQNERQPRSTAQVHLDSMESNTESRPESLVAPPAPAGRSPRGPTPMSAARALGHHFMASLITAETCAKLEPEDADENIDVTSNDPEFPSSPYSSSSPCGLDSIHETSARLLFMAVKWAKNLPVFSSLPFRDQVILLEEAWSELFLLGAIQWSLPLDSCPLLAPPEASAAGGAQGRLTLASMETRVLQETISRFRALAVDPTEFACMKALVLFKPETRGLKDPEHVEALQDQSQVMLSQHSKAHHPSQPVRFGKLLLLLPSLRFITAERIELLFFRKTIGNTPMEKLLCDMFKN
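System: GST-NR2E3 and biotin-RetCOR proteins; probe or stimulus: 7 nM biotin-RetCOR; doses: compound at 4.8 µM, single dose; schedule: Compound–protein incubation for 5 h at 4 °C; detection: time-resolved FRET; read-out: percent inhibition; controls: biotin wells as high control, 0.6% DMSO wells as low control; format: 1536-well plates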
Peg3 promoter – inhibitors of Peg3 promoter; HeLa PEG-Prom luciferase reporter, luminescence, overnight; inhibition, % at 20 µM; hit rate 1.7% among 360,000; AID 588405;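 active = inhibition of at least 50% at 20 µM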
TRPM1 prom inh – inhibitors of MITF-driven TRPM1 promoter in melanoma cells. inhibition, % at 12.5 µM. hit rate 0.83% among 330,000. SK-MEL-5 TRPM1 promoter luciferase, 24 h. AID 488899;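 active = mean inhibition across replicates of 60% or more, whatever share of single replicates reaches that level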; note: values of inactives mirror those of a sister screen read the other way
C8 TRAIL sens – caspase-8 TRAIL sensitization | NB7+C8 cells + TRAIL, ATPlite viability luminescence | inhibition (viability loss, TRAIL sensitization), % at 10 µM | hit rate 1% among 360,000;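 active = compounds causing at least 50% loss of cell viability in the single-dose screen, relative to plate controls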
TWEAK-Fn14 inh – inhibitors of TWEAK-Fn14 interaction signaling; TWEAK-stimulated Fn14 reporter cells, luciferase luminescence, 8 h; inhibition, % at 10 µM; hit rate 2% among 360,000; AID 1159606; in the data active = inhibition above about 50%
CF NFkB inh – cystic fibrosis NF-kB activation inhibition. KKLEB NF-kB-GFP reporter, PAF-induced, GFP fluorescence overnight. inhibition, % at 5 µM. hit rate 0.86% among 360,000;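 active = at least 50% inhibition at 5 µM, scaled per plate between neutral and stimulator controls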;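 note: PAF is a Pseudomonas aeruginosa culture filtrate used as stimulus; plate controls were PAF-stimulated DMSO wells for no effect and unstimulated DMSO wells for full effect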
NR2E3 ag-2 – agonists of human NR2E3 nuclear receptor; Q9Y5X4; CHO-S Gal4-NCOR/VP16-NR2E3 two-hybrid, luciferase; inhibition of corepressor binding, % at 3.98 µM; hit rate 0.35% among 360,000; AID 602229;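 active = inhibition above the mean of all tested compounds plus 3 SD, cut at about 70% in these data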;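 note: 0% = DMSO with NR2E3 transfected cells and 100% = cells lacking NR2E3 construct; higher means lower luciferase signal from less NR2E3 corepressor binding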
KKLEB tox – reduces viability of KKLEB cystic fibrosis airway cells. AID 602141. hit rate 0.36% among 360,000. KKLEB CF airway cells viability, ATPlite luminescence, overnight; active compounds read low; cells stimulated with P. aeruginosa culture filtrate. activity change (cytotoxicity), % at 5 µM;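 active = corrected activity change at or below -50% at 5 µM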
* marks the source's active call; other numbers are inactive results; · = not tested or not shown. This is a subset; the hit share may differ from the screen's.

Codes – A = HIF-2a inh; B = Shn3 3UTR inh; C = TROY signal inh; D = NR2E3 ag-1; E = Peg3 promoter; F = TRPM1 prom inh; G = C8 TRAIL sens; H = TWEAK-Fn14 inh; I = CF NFkB inh; J = NR2E3 ag-2; K = KKLEB tox
1: COc1ccc(S(=O)(=O)Nc2nc3c(s2)CCCC3)cc1
  A: -39; B: -10; C: 20; D: 2; E: -6; F: 0; G: -1; H: -9; I: -6; J: 15; K: 10
2: CCC1CN(C)C2Cc3c([nH]c4ccccc34)C(=O)CC1C2C(=O)OC (stereo not drawn)
  A: 13; B: 2; C: 1; D: 1; E: 10; F: 11; G: 20; H: 0; I: 14; J: -31; K: -13
3: COC(=O)CCCNC(=O)c1ccc2oc(CCCc3ccccc3)nc2c1
  A: -109; B: -13; C: -55; D: 4; E: -79; F: -31; G: 3; H: -9; I: -9; J: -40; K: 24
4: COc1ccc(C2C(C#N)=C(N)Oc3c2oc(CO)cc3=O)c(OC)c1OC (stereo not drawn)
  A: 18; B: -3; C: -25; D: 1; E: 18; F: -2; G: -16; H: -22; I: -14; J: 36; K: 2
5: NCCc1nnc(SCC(=O)Nc2ccc(Br)cc2)o1
  A: 11; B: 3; C: -3; D: -3; E: 7; F: -1; G: -3; H: -16; I: -9; J: -19; K: 6
6: O=C(COC(=O)CCc1nc2ccccc2c(=O)[nH]1)NCc1ccc(F)cc1
  A: 20; B: 7; C: -8; D: 1; E: 7; F: -5; G: 0; H: -3; I: 8; J: 0; K: 4
7: COc1ccc(CC(=O)N2CCN=C2SCc2cccc([N+](=O)[O-])c2)cc1
  A: 22; B: -22; C: 22; D: 0; E: 19; F: -2; G: 14; H: 16; I: 3; J: 14; K: 2
8: CC(=O)c1cccc(CN2CCN(Cc3ccc(F)cc3)C(CCO)C2)c1 (stereo not drawn)
  A: 14; B: 11; C: -18; D: 1; E: -10; F: 5; G: -2; H: -11; I: -2; J: 9; K: 3
9: COc1ccc(Nc2cc(C)nc3ccc(OC)cc23)cc1
  A: 42*; B: -37; C: 9; D: 2; E: 8; F: 4; G: 7; H: 0; I: -58; J: -8; K: 2
10: Cc1ccc(C)c(NC(=O)c2ccc3nccnc3c2)c1
  A: -64; B: 10; C: 9; D: 1; E: -33; F: -19; G: -1; H: 12; I: 24; J: -19; K: -5
11: Cn1cc(Cl)c(C(=O)OCC(=O)Nc2cccc(Cl)c2)n1
  A: -5; B: 8; C: -11; D: ·; E: 11; F: -3; G: -2; H: -16; I: 7; J: 7; K: -2
12: COc1cc(OC)c2c(-c3ccccc3)cc(=O)oc2c1
  A: 1; B: 6; C: -11; D: 4; E: 14; F: ·; G: -5; H: -20; I: -46; J: -6; K: 2
13: COc1ccc(NC(=O)CSc2nnc(C3CC3)n2C)cc1S(=O)(=O)N1CCOCC1
  A: 7; B: -9; C: -13; D: 5; E: 15; F: 10; G: -5; H: 11; I: -12; J: -20; K: 10
14: COc1ccccc1NC(=O)COC(=O)CCc1ccc(S(=O)(=O)N2CCOCC2)cc1
  A: 2; B: -13; C: -9; D: -2; E: 0; F: 4; G: -14; H: -6; I: -14; J: -13; K: 10
15: O=C(CSc1ccccc1C(=O)O)NC1CCCCCCC1
  A: -4; B: 1; C: -8; D: 1; E: 6; F: -2; G: -14; H: -1; I: 15; J: -19; K: -8
16: CCC(C)[C@H](NC(=O)N1CCn2c1nc1ccccc12)C(=O)NCc1ccccc1 (stereo partly drawn)
  A: 9; B: -4; C: 2; D: 0; E: 18; F: 12; G: -2; H: 12; I: -13; J: 25; K: -4
17: Cc1[nH]c2ccccc2c1/C=N/NC(=O)c1ccc(N)cc1
  A: -21; B: 8; C: -35; D: 0; E: -29; F: 2; G: 7; H: 4; I: 4; J: -9; K: 6
18: C/C=C/c1ccc(OCCCN2C(=O)NC(C)(C)C2=O)c(OC)c1
  A: -42; B: -6; C: -11; D: 1; E: -38; F: -5; G: -3; H: 8; I: 5; J: -2; K: -4
19: Cc1noc(C)c1C(=O)OCC(=O)N1CCc2ccccc21
  A: -36; B: -15; C: -34; D: ·; E: -62; F: -40; G: -2; H: -6; I: 22; J: 6; K: -10
20: N=c1n(CCN2CCCCC2)c2ccccc2n1CC(=O)c1ccc(Cl)c(Cl)c1
  A: -28; B: 6; C: -24; D: 3; E: 34; F: ·; G: 1; H: -16; I: 15; J: 19; K: -19
21: NS(=O)(=O)c1ccc(CNC(=O)c2ccccn2)cc1
  A: 12; B: 13; C: 7; D: 2; E: -7; F: -5; G: 12; H: 5; I: 4; J: -13; K: 10
22: COc1ccccc1CC(=O)Nc1ccc(O)cc1C(=O)O
  A: 25; B: 12; C: 14; D: -1; E: 9; F: 0; G: 13; H: 9; I: 6; J: -13; K: 0
23: COc1ccccc1NC(=O)Nc1c(C)n(C)n(-c2ccccc2)c1=O
  A: 8; B: -9; C: 13; D: -1; E: 0; F: -13; G: -8; H: 5; I: -17; J: 11; K: -10
24: COc1ccc(-c2csc(N(CCc3ccc(OC)c(OC)c3)C(=O)COc3ccccc3)n2)cc1
  A: 14; B: -1; C: -15; D: -3; E: -4; F: -25; G: 3; H: 15; I: -10; J: -25; K: -24
25: OCCC1CN(Cc2cccn2-c2cccnc2)CCN1Cc1ccc(F)cc1 (stereo not drawn)
  A: 4; B: 16; C: -8; D: 2; E: 11; F: -7; G: 3; H: 12; I: 12; J: 13; K: -18

Reprinted: nos. 1–2
Codes – A = HIF-2a inh; B = Shn3 3UTR inh; C = TROY signal inh; D = NR2E3 ag-1; E = Peg3 promoter; F = TRPM1 prom inh; G = C8 TRAIL sens; H = TWEAK-Fn14 inh; I = CF NFkB inh; J = NR2E3 ag-2; K = KKLEB tox
1: COc1ccc(S(=O)(=O)Nc2nc3c(s2)CCCC3)cc1
  A: -39; B: -10; C: 20; D: 2; E: -6; F: 0; G: -1; H: -9; I: -6; J: 15; K: 10
2: CCC1CN(C)C2Cc3c([nH]c4ccccc34)C(=O)CC1C2C(=O)OC (stereo not drawn)
  A: 13; B: 2; C: 1; D: 1; E: 10; F: 11; G: 20; H: 0; I: 14; J: -31; K: -13

Following part
Codes – A = HIF-2a inh; B = Shn3 3UTR inh; C = TROY signal inh; D = NR2E3 ag-1; E = Peg3 promoter; F = TRPM1 prom inh; G = C8 TRAIL sens; H = TWEAK-Fn14 inh; I = CF NFkB inh; J = NR2E3 ag-2; K = KKLEB tox
26: CN(C)CCCC1(O)c2ccccc2CCc2ccccc21
  A: 3; B: 3; C: 15; D: 1; E: 4; F: -3; G: -4; H: -16; I: -4; J: -2; K: 3
27: Cc1c(NC(=O)Oc2ccccc2)sc(=S)n1C
  A: -12; B: -14; C: 5; D: 0; E: 16; F: 3; G: -10; H: -4; I: 2; J: -20; K: 4
28: CC(C)C(c1nnnn1Cc1ccco1)N1CCC(C(N)=O)CC1 (stereo not drawn)
  A: 10; B: 3; C: -4; D: 1; E: 9; F: 14; G: 8; H: 9; I: -1; J: 2; K: -3
29: CC(Oc1ccc(C(C)(C)C)cc1)c1ccnc2nc(/N=C/N(C)C)nn12 (stereo not drawn)
  A: -17; B: -28; C: -11; D: 4; E: -21; F: -3; G: -3; H: -6; I: -7; J: -17; K: -9
30: CN(C)CCNC(=O)Cn1ccc2cc(S(=O)(=O)N3CCCCC3)ccc21
  A: 1; B: -18; C: 7; D: -1; E: -11; F: 5; G: -2; H: -7; I: 4; J: 18; K: 2
31: COc1cc2c(cc1OC)C1(Nc3c-2c(Cc2ccccc2)nn3-c2ccccc2)C(=O)Nc2ccccc21 (stereo not drawn)
  A: 31; B: -5; C: 10; D: 3; E: 26; F: 0; G: -9; H: 16; I: -5; J: -14; K: 2
32: COc1ccc(C)cc1NC(=O)CO/N=C(\N)CC(=O)Nc1ccccc1OC
  A: 4; B: 10; C: 23; D: -4; E: 11; F: 7; G: -9; H: 12; I: 2; J: -15; K: -1
33: CCCCNC(=O)C1(C)CCN1Cc1ccc(C(=O)OCC)cc1 (stereo not drawn)
  A: 2; B: 6; C: -22; D: ·; E: 7; F: ·; G: -7; H: -12; I: -2; J: 31; K: -7
34: Cc1ccc([C@H]2N[C@]3(CCCN(Cc4ccccc4)C3=O)[C@H]3C(=O)N(Cc4ccccc4)C(=O)[C@@H]23)cc1
  A: -4; B: -14; C: -6; D: ·; E: 1; F: ·; G: 7; H: 16; I: -1; J: -26; K: -5
35: Cc1onc(-c2ccccc2Cl)c1C(=O)NCc1ccc(F)cc1
  A: 21; B: 10; C: -24; D: -8; E: 9; F: -3; G: -12; H: -6; I: 16; J: -15; K: -14
36: COCC1CCCCN1C(=O)c1cccc(OC2CCN(C(=O)C3CC3)CC2)c1 (stereo not drawn)
  A: -134; B: -18; C: -25; D: -1; E: -140; F: 6; G: -5; H: -11; I: 6; J: -25; K: 6
37: CCOC(=O)c1cc(-c2ccc(F)cc2)n(CCC(=O)NC2CCN(Cc3ccccc3)CC2)c1C
  A: 6; B: 5; C: 9; D: -2; E: 13; F: -15; G: -2; H: -3; I: 18; J: 14; K: 0
38: CCOc1ccc(C2c3[nH]c4ccccc4c3C[C@H]3C(=O)N(C4CCN(Cc5ccccc5)CC4)CC(=O)N23)cc1OC (stereo partly drawn)
  A: 2; B: 1; C: 20; D: ·; E: 8; F: 28; G: 10; H: 14; I: 2; J: -32; K: 9
39: COCCN1C(=O)CCC1(C)C(=O)NC1CCCC1 (stereo not drawn)
  A: -2; B: 9; C: 21; D: ·; E: -5; F: ·; G: -5; H: 8; I: -11; J: 10; K: -9
40: CCCCN(CCO)c1ncnc2sc(-c3ccccc3)cc12
  A: 13; B: 14; C: 12; D: -1; E: -4; F: -3; G: -8; H: 13; I: 19; J: 19; K: -3
41: O=C(Cn1c(SCC(=O)N2CCCc3ccccc32)nc2ccccc21)N1CCCC1
  A: -14; B: 13; C: 4; D: 0; E: 4; F: -8; G: 2; H: 4; I: 3; J: -10; K: 1
42: O=C(NCc1ccc2c(c1)OCO2)c1cccc(F)c1
  A: -19; B: -15; C: ·; D: -2; E: 3; F: 2; G: -14; H: 82*; I: 2; J: -22; K: 0
43: Cc1c(C)c2ccc(OC(C)C(=O)NCCc3c[nH]c4ccccc34)cc2oc1=O (stereo not drawn)
  A: -16; B: -22; C: 4; D: 3; E: -6; F: 7; G: -8; H: 1; I: -14; J: -2; K: -4
44: O=C(c1cc2c(ccc3ccccc32)oc1=O)N1CCCC1
  A: 3; B: 4; C: -31; D: 4; E: -3; F: -9; G: -4; H: -9; I: -6; J: 2; K: -2
45: CCc1c(C)nc(SCC(=O)NNC(=O)Cc2ccc(OC)cc2)[nH]c1=O
  A: 10; B: -6; C: 10; D: -2; E: 14; F: 10; G: -2; H: -1; I: -17; J: -7; K: 16

Screening results as filed in PubChem BioAssay.
